Bioassay records (PubChem)
IDH1 R132H inh: blocks human mutant IDH1 R132H enzyme; O75874; IDH1-R132H enzyme, NADPH consumption, diaphorase/resazurin fluorescence; Potency, µM (doses to about 76.6 µM), for inactives: at the top dose activity change, negative = inhibition, actives largely listed as inhibitors; actives 0.093% (n = 390,000); note: potency is the fitted concentration of half-maximal effect; % is set by controls: 0 for no effect and ±100 for the full control effect; nearly all actives have a fitted effect of over 65% in size
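IDH1-R132H (0.5 ug/mL dispensed) in pH 7.5 Tris buffer was preincubated 30 min with compound, then given a substrate mix of 0.016 mM NADPH and 2 mM alpha-KG for 80 min at room temperature; remaining NADPH was read by diaphorase/resazurin fluorescence.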
PI4K2A inh: blocks human PI4K2A kinase activity; Q9BTU6; purified PI4K2A, ADP-Glo luminescence, 1 h; stronger effect = lower value; activity change, negative = inhibition, % at 76.9 µM; actives 0.13% (n = 420,000); AID 1346378; in the data active = activity change below about -50%; inconclusive = mostly about -30% to -49%;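 note: -100% = wells without enzyme as full effect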
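Compounds are screened against recombinant PI4K2A using PI as substrate and ATP, the latter dispensed at 300 microM. Reactions run one hour at ambient temperature before ADP-Glo detection; full inhibition defined by wells lacking enzyme.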
USP1 inh: USP1/UAF1 (human) deubiquitinase inhibition; O94782; recombinant USP1/UAF1, Ub-Rhodamine cleavage fluorescence; Potency, µM (top dose mostly 57.1 µM), without a hit: at the highest dose activity change, negative = inhibition, usual class: inhibitors; actives 0.23% (n = 390,000); AID 743255; note: potency is the fitted concentration of half-maximal effect; % is set by controls: 0 for no effect and ±100 for the full control effect; nearly all actives have a fitted effect of over 60% in size; inactives centre near -12
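USP1/UAF1 complex at 1 nM was preincubated with compound for 15 min at room temperature, then Ub-Rho substrate (150nM final) was added. Fluorescence (480/540 nm) was read kinetically, 6 reads every 60 seconds.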
RXFP1 ag: activates the human relaxin receptor RXFP1; Q9HBX9; HEK293T-RXFP1 cAMP TR-FRET, 30 min; response scale: percent of porcine relaxin response, buffer zero; Potency, µM (doses to about 57.5 µM), for inactives: top-dose activation, actives largely listed as activators; actives 0.3% (n = 370,000); AID 2676; note: potency is the fitted concentration of half-maximal effect; % is set by controls: 0 for no effect and ±100 for the full control effect; nearly all actives have a fitted effect of over 60% in size; many of its hits are not listed in these tables
Target sequence (Q9HBX9 whole entry, looked up): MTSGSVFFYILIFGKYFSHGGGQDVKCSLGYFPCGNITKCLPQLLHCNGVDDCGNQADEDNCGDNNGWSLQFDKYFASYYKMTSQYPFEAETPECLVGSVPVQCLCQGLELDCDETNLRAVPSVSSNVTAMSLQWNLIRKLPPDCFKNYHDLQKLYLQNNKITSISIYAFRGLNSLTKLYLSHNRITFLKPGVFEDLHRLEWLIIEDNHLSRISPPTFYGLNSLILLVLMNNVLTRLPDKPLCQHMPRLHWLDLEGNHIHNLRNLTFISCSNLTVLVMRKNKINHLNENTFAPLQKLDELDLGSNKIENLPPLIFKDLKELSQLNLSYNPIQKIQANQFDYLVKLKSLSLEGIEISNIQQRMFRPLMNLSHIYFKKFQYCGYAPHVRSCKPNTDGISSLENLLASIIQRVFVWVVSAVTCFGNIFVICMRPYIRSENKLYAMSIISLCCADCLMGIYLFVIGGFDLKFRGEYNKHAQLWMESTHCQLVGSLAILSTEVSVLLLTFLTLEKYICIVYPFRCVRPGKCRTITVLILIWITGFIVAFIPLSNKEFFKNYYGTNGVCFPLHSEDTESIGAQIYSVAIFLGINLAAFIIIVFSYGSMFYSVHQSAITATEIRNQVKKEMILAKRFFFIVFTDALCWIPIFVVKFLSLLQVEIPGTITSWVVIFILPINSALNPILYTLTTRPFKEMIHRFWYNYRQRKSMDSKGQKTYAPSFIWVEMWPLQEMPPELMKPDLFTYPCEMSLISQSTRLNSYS
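cAMP rise read by TR-FRET after 30 min, 37C compound exposure (up to 58 uM) in RXFP1-transfected HEK293 cells with Ro 20174 present. EC50 from Hill-equation fits, with 29 nM porcine relaxin as 100% and buffer as basal.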
TrxR1 substrate: rat thioredoxin reductase 1 substrate activity; O89049; Potency, µM (series often up to 114 µM), inactives show at the top dose activity change, negative = substrate turnover; purified TrxR1 substrate turnover, NADPH consumption readout; actives 0.01% (n = 390,000); note: potency is the fitted concentration of half-maximal effect; % is set by controls: 0 for no effect and ±100 for the full control effect; nearly all actives have a fitted effect of over 50% in size
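Rat TrxR1, dispensed at 90 nM, was prereduced with 400 uM NADPH (final) for 5 min at ~22 deg C, then incubated with compound 15 min before 400 uM selenite. A first-read NADPH fluorescence drop versus no-compound background flagged substrates.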
Vif-APOBEC3F blk: inhibitors of Vif-A3F interaction; HeLa A3F-eYFP + Vif (tagged APOBEC3F with the HIV-1 protein that degrades it), YFP fluorescence increase; Potency, µM (series often up to 46.1 µM), for inactives: at the top dose activity, negative = active; actives 0.2% (n = 390,000); note: potency is the fitted concentration of half-maximal effect; % of control where 0% means no effect; nearly all actives have a fitted effect of over 65% in size
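HeLa cells stably expressing A3F-eYFP plus Vif, plated and incubated overnight at 37 deg C, then exposed to compounds overnight at 37 deg C. Blocked degradation read as raised yellow fluorescence (Ex 488/Em 500-530).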
LDHA inh: LDHA (human) enzyme inhibition | P00338 | purified LDHA, NADH/diaphorase-resazurin fluorescence; stronger effect = lower value | activity change, % (values are at about 110 or 230 µM) | actives 0.15% (n = 480,000) | AID 1347041; in the data active = activity change below about -30%; inconclusive = mostly about -25% to -30%;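 note: plate controls were DMSO wells for no effect and wells without enzyme for full effect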
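Human LDH5 at 2 nM final in Tris HCl pH 7.4 with 0.06 mM NADH and 0.2 mM pyruvate, reacted 5 minutes at room temperature. Remaining NADH coupled via diaphorase/resazurin; resorufin fluorescence read at 0 and 20 minutes, normalized to enzyme-free and DMSO wells.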
Vif-APOBEC3G blk: Vif-A3G binding inhibition | HeLa A3G-eYFP + Vif (tagged APOBEC3G with the HIV-1 protein that degrades it), YFP fluorescence, overnight | Q9HC16 | actives 0.076% (n = 410,000) | Potency, µM (doses to about 46.1 µM), inactives show top-dose activity, negative = active, actives largely listed as inhibitors;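 note: potency is the fitted concentration of half-maximal effect; % is set by controls: 0 for no effect and ±100 for the full control effect; nearly all actives have a fitted effect of over 60% in size; hits raise eYFP signal because A3G escapes Vif-driven loss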
Target sequence (Q9HC16 whole entry, looked up): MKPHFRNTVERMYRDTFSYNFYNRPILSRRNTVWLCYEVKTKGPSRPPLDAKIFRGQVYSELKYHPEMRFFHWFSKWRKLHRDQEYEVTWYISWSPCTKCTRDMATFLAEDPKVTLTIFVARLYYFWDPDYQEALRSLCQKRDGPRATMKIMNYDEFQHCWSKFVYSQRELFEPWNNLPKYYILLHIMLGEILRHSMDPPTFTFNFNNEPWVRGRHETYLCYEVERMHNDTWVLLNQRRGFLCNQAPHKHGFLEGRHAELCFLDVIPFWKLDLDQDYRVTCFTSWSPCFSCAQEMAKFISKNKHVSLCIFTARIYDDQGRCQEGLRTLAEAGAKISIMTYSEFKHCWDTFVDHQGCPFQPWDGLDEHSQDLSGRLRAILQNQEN
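HeLa cells stably expressing Vif and C-terminally eYFP-tagged A3G, seeded overnight at 37 deg C, then exposed to compound by pintool overnight at 37 deg C. Rise in yellow fluorescence (Ex 488/Em 500-530, Acumen) marks blocked Vif-driven A3G degradation.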
GRP78 ERSR act: ER stress response induction in glioma | AID 602332 | Potency, µM, for inactives: at the top dose activation, usual class: activators | U87-MG GRP78 promoter luciferase reporter, 16 h | actives 0.02% (n = 420,000); note: potency is the fitted concentration of half-maximal effect; series mostly up to about 76 µM; % of control where 0% means no effect; nearly all actives have a fitted effect of over 35% in size
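Stably transfected U87-MG glioma cells carrying a GRP78-based luciferase sensor; 16 h compound incubation. Luminescence end-point read 10 min after Bright-Glo addition at room temperature.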
An asterisk follows results filed as active; ? = inconclusive; · = not tested or not shown; [ ] = remark or other dose. Unless noted, calls come from the whole dose curve; as a rule, active = well fitted curve in the direction sought with a large enough effect; inconclusive = small, poorly fitted or top-dose-only effect, or another doubt; inactive = no such curve, though single readings can be large; an effect the other way counts as inactive or inconclusive. The list is partial; rates above refer to the full screens.

The line under a structure holds: USP1 inh | RXFP1 ag | PI4K2A inh | LDHA inh | Vif-APOBEC3F blk | Vif-APOBEC3G blk | IDH1 R132H inh | TrxR1 substrate | GRP78 ERSR act
- COc1ccccc1NS(=O)(=O)c1cccc(C(=O)N/N=C/c2ccc([N+](=O)[O-])o2)c1
  -23% | 2.9% | -2 | 5 | 0% | ? | 14% | -10% | -13%
- O=C(CSc1ncn[nH]1)Nc1ccc(Br)cc1Br
  3% | · | -1 | -2 | -7% | -12% | 2% | -13% | 0%
- C(#CC1CCCCC1)c1ccc2c(c1)COc1c3ccccc3nn1-2
  -17% | 1.5% | -2 | 2 | -13% | 0% | -3% | 0% | 3%
- CCOc1ccc(CCN2C(=S)N([C@@H](CC(C)C)CN3CCCC3CN3C(=S)NC[C@@H]3Cc3ccc(O)cc3)C[C@@H]2Cc2ccccc2)cc1 (some centres not stated)
  -33% | · | 0 | 0 | 2% | 3% | 5% | -1% | -3%
- CCOC(=O)C1CCN(C2CCN(C(=O)c3oc4c(C)c(C)ccc4c3C)CC2)CC1
  -21% | 0.4% | 2 | 0 | -20% | -22% | 11% | 1% | 2%
- Clc1ccc(CNCCCSc2ncccn2)cc1Cl
  2% | 0.2% | 3 | -1 | -4% | -1% | 3% | 3% | -1%
- CC(=O)Nc1ccc(CNc2nc3cc(-c4ccccc4C)sc3c(=O)n2C)cc1
  · | · | -2 | -1 | · | -5% | · | · | 2%
- Cc1ccc(C(=O)N2CCN(Cc3ccccc3)CC2)o1
  -9% | -4.2% | -5 | -5 | 4% | 4% | 3% | 8% | 1%
- C[C@H](NC(=O)c1ccccc1)C(=O)OCC(=O)c1c[nH]c2ccccc12
  -17% | -0.8% | -4 | -9 | 2% | 1% | 3% | -4% | 2%
- COc1ccc(-c2nc3ccc(C)cn3c2CC2CCCCC2)cc1OC
  · | · | -8 | 2 | · | -21% | · | · | -1%
- Cc1ccc(NC(=O)c2c(Nc3ccccc3C)sc(C(=O)c3ccccc3)c2N)cc1
  -23% | 2.3% | -3 | 1 | -1% | -5% | 6% | 8%[57.1 µM] | -1%
- CC1(C)CC(=O)C2=C(C1)OC(N)=C(C#N)C2Cc1ccccc1 (configuration not stated)
  -1% | -0.9% | 7 | -1 | -15% | -3% | 2% | 7%[2.29 µM] | -2%
- CS(=O)(=O)c1ccc(C(=O)NCC(c2ccco2)N2CCCCC2)cc1 (configuration not stated)
  -17% | 2.4% | 3 | 0 | -8% | -2% | 3% | 9%[57.1 µM] | -2%
- CCOc1ccc(NC(=O)C2CC(=O)N=C(N)S2)cc1 (configuration not stated)
  -9% | 0.4% | -2 | -4 | 1% | 0% | 4% | 6% | -5%
- C[C@@H](O)CNC(=O)c1[nH]cnc1C(=O)Nc1ccc(CNC(=O)OC(C)(C)C)cc1
  -13% | · | 5 | -3 | 2% | 2% | 0% | · | 1%
- O=C(COC(=O)/C=C/c1ccccc1Cl)NC(=O)NCc1ccccc1
  -11% | 0.9% | 2 | -12 | 1% | 3% | 0% | -3% | -10%
- CC(C)NC(=O)c1ccc2c(c1)N(CC(=O)NC1CCCCC1)C(=O)C(C)(C)O2
  -20% | 1.0% | 4 | 0 | 0% | -2% | 4% | -4%[57.1 µM] | -4%
- COc1ccc(NC(=O)C(=O)N/N=C(\C)CC(=O)Nc2ccccn2)c(OC)c1
  -9% | 2.9% | -2 | 0 | -8% | -2% | 9% | 4%[57.1 µM] | 0%
- O=C(CN1CCOCC1)NNc1c2ccccc2nc2ccccc12
  -22% | -5.0% | 14 | -16 | 2% | -6% | 0% | -17% | -7%
- CCCc1cc(N2CCCC(C(=O)Nc3c(OC)cccc3OC)C2)n2ncnc2n1 (configuration not stated)
  -5% | 4.6% | -2 | -3 | -6% | 0% | -3% | 4%[2.29 µM] | -2%
- CC1(C)CC(=O)C2=C(C1)N(c1ccccc1)C(N)=C(C#N)C2c1ccccc1 (configuration not stated)
  -10% | -1.2% | -4 | -4 | -1% | -4% | -2% | 1%[57.1 µM] | 0%
- Clc1cccc(CSc2nnc(-c3ccccn3)n2Cc2ccco2)c1
  -3% | 1.0% | 2 | 1 | -2% | 3% | 12% | 1% | -15%
- O=C(Nc1ccccc1F)c1cnc(N2CCCCC2)c2ccccc12
  ? | 6.6% | 1 | 3 | 4% | -1% | -12% | -11%[57.1 µM] | -3%
- Cc1ccc(C)c(OCC(=O)NNC(=O)C2CC2)c1
  -13% | 1.8% | -1 | -4 | -4% | -1% | 0% | -1% | -3%
- O=C(CSC1=NC(=O)C(c2ccccc2)C(=O)N1)Nc1ccccc1Cl (configuration not stated)
  -9% | 0.1% | 2 | -8 | -10% | -1% | -3% | -2%[57.1 µM] | -2%
- CCOc1ccc(Nc2c(S(=O)(=O)c3ccccc3)cnc3ccccc23)cc1
  -7% | 1.3% | -2 | 1 | 6% | -6% | 5% | 1% | -1%
- CS(=O)(=O)N(CC(=O)N1CCCC1)c1ccc(F)cc1
  -26% | · | -3 | -3 | -1% | 5% | -2% | · | -3%
- COc1ccc(C(=O)NCC(=O)N2CCc3ccccc3C2)cc1
  -15% | -0.2% | -3 | -7 | 1% | -3% | -2% | -1%[57.1 µM] | -1%
- CCc1ccc(CNC(=O)c2cnc3sc4cc(OC)ccc4n3c2=O)cc1
  -1% | 0.1% | 0 | -1 | -3% | 4% | 3% | 6% | -5%
- CC(OC(=O)CCc1nc2ccccc2[nH]c1=O)c1ccccc1 (configuration not stated)
  -15% | -0.6% | 3 | -5 | 1% | 0% | 2% | 15% | -3%
- Cc1ccc(C(=O)COc2ccccc2C(=O)Nc2ccccc2)cc1
  -11% | 1.0% | 8 | 3 | -3% | 0% | 7% | -2% | -4%
- Cc1ccc(Sc2c(C)nn(C(C)(C)C)c2OC(=O)C(C)(C)C)cc1
  -27% | 1.5% | 6 | 1 | 1% | -8% | 21% | -7% | -3%
- Cc1oc2ncn(C)c(=O)c2c1C(=O)NCc1ccccc1
  -20% | 5.7% | 3 | -4 | -4% | -6% | -13% | -1% | -1%
- CN(C)C(=O)CCc1ccc2c3c([nH]c2c1)[C@]1(C)[C@@H](C(=O)N2CCOCC2)C[C@H](CC(=O)NCc2cccc(C(F)(F)F)c2)C(=O)N1CC3
  -28% | · | -1 | 3 | 3% | 0% | 13% | 1% | 1%
- O=C(COC(=O)c1ccc2c(c1)C(=O)N(Cc1ccncc1)C2=O)Nc1cccc2ccccc12
  -16% | 0.0% | -1 | -4 | ? | -1% | -1% | 4%[57.1 µM] | 2%
- CC(=O)N1N=C(c2cccc(Br)c2)OC12CCCC2
  ? | 0.8% | 3 | -11 | 5% | 2% | 5% | 43%[activator][57.1 µM] | 6%
- CCN(CC)S(=O)(=O)c1ccc(NC2c3ncccc3C(=O)N2Cc2ccccc2)cc1 (configuration not stated)
  -22% | -0.6% | -10 | -4 | -21% | -1% | ? | 2% | -2%
- Cc1cc(C)cc(N(C(=O)C2CCCC2)C2C=CS(=O)(=O)C2)c1 (configuration not stated)
  -6% | 0.2% | 0 | -2 | 1% | 2% | -1% | 5% | -3%
- CN(C)S(=O)(=O)c1cccc(C(=O)NCC(=O)NC2CCN(Cc3ccccc3)CC2)c1
  -8% | 0.5% | -4 | 0 | -7% | -2% | -2% | 4% | -4%
- Cc1cc([N+](=O)[O-])cnc1NC(C)c1ccccc1 (configuration not stated)
  -1% | -3.9% | -1 | -16 | 3% | 1% | 1% | 1%[57.1 µM] | -2%
- CCCCOC(=O)CCc1nc2ccccc2[nH]1
  -8% | 0.1% | 13 | -3 | 0% | 1% | -1% | 5% | 2%
- COc1cc(C(=O)Nc2ccc3c(c2)OCCO3)c(-n2cnnn2)cc1OC
  -12% | 1.2% | 6 | 3 | -8% | -3% | 4% | 0% | -1%

A section taken from the entries so far:
The line under a structure holds: USP1 inh | RXFP1 ag | PI4K2A inh | LDHA inh | Vif-APOBEC3F blk | Vif-APOBEC3G blk | IDH1 R132H inh | TrxR1 substrate | GRP78 ERSR act
- CC1(C)CC(=O)C2=C(C1)N(c1ccccc1)C(N)=C(C#N)C2c1ccccc1 (configuration not stated)
  -10% | -1.2% | -4 | -4 | -1% | -4% | -2% | 1%[57.1 µM] | 0%
- Clc1cccc(CSc2nnc(-c3ccccn3)n2Cc2ccco2)c1
  -3% | 1.0% | 2 | 1 | -2% | 3% | 12% | 1% | -15%
- O=C(Nc1ccccc1F)c1cnc(N2CCCCC2)c2ccccc12
  ? | 6.6% | 1 | 3 | 4% | -1% | -12% | -11%[57.1 µM] | -3%
- Cc1ccc(C)c(OCC(=O)NNC(=O)C2CC2)c1
  -13% | 1.8% | -1 | -4 | -4% | -1% | 0% | -1% | -3%
- O=C(CSC1=NC(=O)C(c2ccccc2)C(=O)N1)Nc1ccccc1Cl (configuration not stated)
  -9% | 0.1% | 2 | -8 | -10% | -1% | -3% | -2%[57.1 µM] | -2%
- CCOc1ccc(Nc2c(S(=O)(=O)c3ccccc3)cnc3ccccc23)cc1
  -7% | 1.3% | -2 | 1 | 6% | -6% | 5% | 1% | -1%
- CS(=O)(=O)N(CC(=O)N1CCCC1)c1ccc(F)cc1
  -26% | · | -3 | -3 | -1% | 5% | -2% | · | -3%
- COc1ccc(C(=O)NCC(=O)N2CCc3ccccc3C2)cc1
  -15% | -0.2% | -3 | -7 | 1% | -3% | -2% | -1%[57.1 µM] | -1%
